MC4R antagonist: human MC4R antagonism in cAMP assay | P32245 | hit rate 0.48% among 360,000 | inhibition, % at 6.5 µM | MC4R-expressing cells, MTII-stimulated cAMP, LANCE TR-FRET | AID 540295;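 active = inhibition above its plate's cutoff, the mean of tested wells on that plate plus 3 SD, cut at about 29% in these data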;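 also: 0% = Melanotan II alone and 100% = Melanotan II plus saturating MCL0020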
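Assay system: U2OS cells stably expressing human melanocortin 4 receptor (MC4R) / Dosing: 6.5 µM / Timing: compound 30 min, challenge 1 h, detection 1 h / Measured by: Eu-cAMP/anti-cAMP TR-FRET, emission 671 nm / Replicates: singlicate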
TLR9-MyD88 inh: blocks human TLR9 binding to MyD88; hit rate 0.21% among 340,000; CHO BLA complementation TLR9-MyD88, CCF4 FRET ratio; AID 504734; inhibition, % at 4.98 µM; Q9NR96+Q99836;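 active = inhibition above the mean over all tested compounds plus 3 SD, cut at about 21% in these data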;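 also: 0% = DMSO only wells and 100% = clavulanate BLA inhibitor control wells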
NOD2-RIPK2 inh: blocks binding of human NOD2 to RIPK2; AID 624267; CHO BLA complementation NOD2-RIPK2, CCF4 ratio; O43353; inhibition, % at 4.98 µM; hit rate 0.38% among 360,000; in the data active = inhibition above about 21%;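 also: 0% = vehicle only and 100% = reference blocker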
ABHD5 PLIN5 PPI: blocks binding of human ABHD5 to perilipin-5; Q00G26+Q8WTS1; Split G. princeps luciferase complementation, luminescence, 4 h; inhibition, % at 4 µM; hit rate 0.78% among 360,000;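 active = inhibition above the mean inhibition across every tested compound plus 3 SD, cut at about 22% in these data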;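 also: 0% = DMSO only wells and the 100% control is not disclosed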
Target sequence (Q00G26 whole entry, looked up): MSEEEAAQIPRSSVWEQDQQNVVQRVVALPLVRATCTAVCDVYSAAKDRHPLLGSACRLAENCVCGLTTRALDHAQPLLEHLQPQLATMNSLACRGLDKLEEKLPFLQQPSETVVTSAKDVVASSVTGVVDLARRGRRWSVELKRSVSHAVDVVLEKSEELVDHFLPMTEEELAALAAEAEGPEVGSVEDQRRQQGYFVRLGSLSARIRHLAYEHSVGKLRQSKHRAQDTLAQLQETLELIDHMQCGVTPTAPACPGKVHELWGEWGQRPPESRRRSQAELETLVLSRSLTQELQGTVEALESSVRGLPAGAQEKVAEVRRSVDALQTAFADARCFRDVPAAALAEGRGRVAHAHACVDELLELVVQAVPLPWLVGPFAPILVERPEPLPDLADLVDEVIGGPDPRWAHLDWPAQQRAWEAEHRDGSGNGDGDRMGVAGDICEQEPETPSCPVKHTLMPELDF
Target sequence (Q8WTS1 whole entry, looked up): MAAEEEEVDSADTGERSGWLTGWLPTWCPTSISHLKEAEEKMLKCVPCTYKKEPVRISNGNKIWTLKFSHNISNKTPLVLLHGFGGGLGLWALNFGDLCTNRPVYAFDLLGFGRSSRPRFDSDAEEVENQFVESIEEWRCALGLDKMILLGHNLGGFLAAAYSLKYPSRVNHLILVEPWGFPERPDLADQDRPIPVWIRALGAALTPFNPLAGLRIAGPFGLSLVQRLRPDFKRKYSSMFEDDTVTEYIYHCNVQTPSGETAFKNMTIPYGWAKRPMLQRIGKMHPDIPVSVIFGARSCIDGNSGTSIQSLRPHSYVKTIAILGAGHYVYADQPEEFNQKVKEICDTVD
ABCB6 inh 2: blocks the human ABCB6 transporter; fluorescence ratio to DMSO, % at 10 µM; K562-ABCB6 porphyrin accumulation, flow cytometry, 1 h; stronger effect = lower value; Q9NP58; hit rate 0.19% among 360,000;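 active = fluorescence ratio to DMSO below 75%, the collection mean minus 3 SD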;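 also: signal is porphyrin accumulated inside mitochondria; 100% equals median channel fluorescence of DMSO control wells; lower ratio means ABCB6 inhibition with less porphyrin fluorescence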
Granule exo inh: blocks lytic granule exocytosis; TALL-104 LAMP-1 surface exposure, flow cytometry; cells stimulated with thapsigargin and PMA; inhibition, % at 10 µM; hit rate 0.66% among 360,000;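 active = inhibition above about 55%, limit read from the data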
Vif imaging: HIV Vif inhibition; inhibition, % at 7.49 µM; HEK293T cells, Vif self-association by quenched fluorescence, imaging, 24 h; hit rate 0.35% among 340,000; AID 602346; in the data active = inhibition above about 50%, passing the limit was not always enough; also: some results filed as inactive read as strong as hits
Glyco luc inh: N-linked glycosylation inhibition; D54 ERlucT glycosylation luciferase reporter, 24 h; percent of 100 nM tunicamycin response; hit rate 0.23% among 360,000; reporter increase, % at 12.5 µM;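 active = mean luciferase reporter signal, scaled so untreated is 0 and the glycosylation-blocking control 100, at or above a set limit in every replicate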;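 also: luciferase carries N-glycosylation sites so blocking glycosylation raises the light; 0% = median of neutral control wells and 100% = median of 100 nM tunicamycin wells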
aDG glyco act: increases alpha dystroglycan glycosylation. hit rate 0.22% among 360,000. Pro5-aDG cells, alpha-DG glycosylation AlphaScreen (IIH6); 0% Pro5, 100% B10-LARGE cell signal. AID 624168. activation, % at 10 µM;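 active = activation of at least 8% versus controls, or a plate z-score of at least 8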;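 also: Pro5 are CHO cells carrying HIG-tagged alpha-DG that lacks glycosylation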
MC4R ag barr: agonists of human melanocortin 4 receptor (MC4R) beta-arrestin. P32245. U2OS MC4R beta-arrestin complementation, luminescence; percent of melanotan II response, DMSO zero. activation, % at 8.9 µM. hit rate 0.98% among 360,000;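 active = activation above a per-plate cutoff, the mean activation of sample wells on that plate plus 3 SD, cut at about 8% in these data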
Numbers without * were called inactive; · = no result given. A portion of the library; count on the stated rates, not on these rows.

SMILES	MC4R antagonist	TLR9-MyD88 inh	NOD2-RIPK2 inh	ABHD5 PLIN5 PPI	ABCB6 inh 2	Granule exo inh	Vif imaging	Glyco luc inh	aDG glyco act	MC4R ag barr
CC(C)=CCC/C(C)=C/C=N/NC(=O)c1ccccc1[N+](=O)[O-]	3	-6	-12	-5	100	4	·	1	0.0	2.5
c1coc(CNCCCN2CCOCC2)c1	19	-6	-12	0	102	12	·	1	0.0	1.7
COc1cccc2c(=O)c(C/C=C(/C)Cl)c(C)[nH]c12	-6	-1	6	0	103	-2	-12	1	-0.1	-0.7
COC(=O)Nc1ccc(S(=O)(=O)N2CCN(CCN3C(=O)C4C5C=CC(C5)C4C3=O)CC2)cc1 (configuration not stated)	-1	0	4	4	98	3	-5	-1	-0.2	-1.5
Cc1nnc(NC(=O)C2CCCC2)s1	-4	-2	3	-4	90	1	4	0	-0.1	-2.0
C=CCn1c(SCC(=O)Nc2nnc(CC)s2)nnc1-c1cccnc1	-4	-2	-11	2	99	-4	15	1	0.0	-0.8
Cc1cccc(C)c1NC(=O)CNC(=O)c1c(C)nn(-c2ccccc2)c1Cl	18	0	-10	5	102	2	1	-2	0.0	-2.0
Cc1cc(C)cc(N(C)S(=O)(=O)c2nnc(NC(=O)C(C)C)s2)c1	11	13	8	0	97	-2	43	0	-0.1	0.9
CCCCCCCCCCCn1nnnc1N	11	1	-4	8	100	-6	14	-4	0.7	0.6
CCOC(=O)N1CCN(C(=O)c2ccc(N(C)S(=O)(=O)c3ccc(C)cc3)cc2)CC1	6	8	2	-2	94	1	-12	2	0.3	-0.9
Cc1cccc(COC[C@H](CC(C)C)N2CCN(C(=O)c3ccc(C(C)(C)C)cc3)CCC2=O)c1	·	·	5	4	98	2	·	·	0.0	·
CC(C)(C)OC(=O)C[C@H]1C/C=C\C[C@@H](CC(=O)N(CCO)Cc2ccccc2)C(=O)N[C@H](Cc2ccccc2)COC1=O	3	-12	1	6	98	-3	-2	2	-0.4	-1.8
COc1cccc(-c2cnc(C(O)c3ccccc3OC)[nH]2)c1 (configuration not stated)	0	·	-4	9	96	-3	·	1	-0.1	-2.2
CCOC(=O)C1(C)/C(=N/Nc2ccccc2Cl)C(=O)C(=O)N1c1ccccc1 (configuration not stated)	16	-13	-7	1	102	5	-1	-2	0.1	0.2
COc1ccccc1N1CCN(Cc2cc(=O)oc3cc(C)ccc23)CC1	·	·	-8	-5	85	2	·	4	-0.2	·
Nc1ccc2nc[nH]c2c1	15	-13	-10	2	102	-1	-14	9	0.3	-2.8
O=C1CC(C(=O)N2CCCc3ccccc32)CN1c1ccc(Cl)cc1 (configuration not stated)	12	-8	-3	-6	92	5	6	-1	0.0	-1.7
Cc1ccc(NC(=O)C2CCN(S(=O)(=O)c3ccc4c(c3)OCCO4)CC2)nc1	2	5	6	3	102	4	-10	0	-0.1	0.2
N#Cc1ccc(CN2CCN(CC(=O)Nc3ccccc3C(=O)NC3CC3)CC2)cc1	-5	-13	-3	-1	96	2	11	3	-0.1	-1.8
COc1ccc(N(CC(=O)NCCc2ccc(S(N)(=O)=O)cc2)S(=O)(=O)c2c(C)noc2C)cc1	4	3	-5	-4	101	-4	-5	5	0.0	-1.1
O=C1c2ccccc2S(=O)(=O)N1CCOc1ccc(F)cc1	0	-10	3	0	95	-3	-6	-4	0.2	-1.4
CC1(C)Cc2sc3c(=O)[nH]c(=S)[nH]c3c2CO1	12	-2	-4	1	102	-5	-2	1	-0.1	-1.3
COc1ccc(-c2csc3nc(-c4ccccc4)oc(=O)c23)cc1OC	3	-3	4	-5	100	0	-6	9	0.1	-2.8
Cc1cc2ccccc2n1CCNC(=O)c1ccc(Br)o1	0	-10	-13	-2	99	0	-4	-3	-0.1	-0.4
CN=C(Nc1cccc(OC)c1)SC1CC(=O)N(c2ccc(C(=O)O)cc2)C1=O (configuration not stated)	15	-16	-8	6	99	0	-7	2	-0.4	0.3
COc1[nH]c2ccc(F)cc2c1C(=O)OCC1CCN(CCNS(C)(=O)=O)CC1	2	-2	-10	0	97	-7	1	1	0.0	-1.3
COc1ccc(NC(=O)c2ccccc2C(=O)N2CCCCC2)cc1	16	-7	1	-1	100	-4	-2	1	-0.5	-4.3
O=C(NCc1ccccc1Cl)c1ccccc1Oc1ccccc1	9	-11	1	-1	94	0	3	-2	0.0	-3.6
Cn1c(=O)c(=O)n(C)c2cc(S(=O)(=O)NCCN3CCN(c4ccccc4F)CC3)ccc21	4	0	-12	-1	98	-2	-6	-1	0.0	-0.9
COc1ccc(C(=S)N2CCOCC2)cc1OS(=O)(=O)c1ccccc1[N+](=O)[O-]	-4	-1	3	7	102	-3	-3	-2	0.1	0.9
Cc1ccc(-c2nc3ccc(NS(=O)(=O)c4ccccc4)cc3[nH]2)o1	15	3	4	7	107	6	-4	0	0.0	0.7
CC(Sc1nc(-c2ccccc2)nc2c1COC(C)(C)C2)C(=O)N1CCOCC1 (configuration not stated)	-3	-11	-2	14	94	-2	-1	2	-0.1	-1.5
COc1ccc(C)c2sc(N(CCCN(C)C)C(=O)CS(=O)(=O)c3ccc(F)cc3)nc12	4	-1	-5	1	100	-5	3	-3	-0.2	-3.2
CC1C/C(=N\NC(=O)c2cccnc2)CC(C)(C)C1 (configuration not stated)	1	5	-3	-7	95	0	11	4	-0.2	-2.9
COc1ccc(CCC(=O)N2CCCSC2=Nc2ccc(C(C)=O)cc2)cc1	12	0	-8	-4	98	-2	-6	-1	-0.2	-3.2
Oc1ccccc1C(=S)N1CCCC1	1	0	1	-13	98	2	8	0	0.0	-1.8
Cc1ccccc1NC(=O)CN(C)S(=O)(=O)c1ccc2c(c1)n(C)c(=O)c(=O)n2C	4	-3	5	-1	98	-3	-3	-1	0.1	-0.9
Clc1ccccc1CSc1snnc1-c1ccccc1	8	-6	6	0	101	-1	6	-3	-0.2	1.9
CCOCCc1c(O)nc(SCC(=O)NCc2ccco2)[nH]c1=O	3	-6	0	6	99	-2	-1	2	0.0	-1.0
COc1cc(N2CCCC2)c(OC)cc1/C=C(/C#N)c1cccc(F)c1	3	-7	-1	-1	301	5	·	-1	-0.5	0.8
O=C(c1cccs1)N1CCCC(N2CCN(c3ccc(F)cc3)CC2)C1 (configuration not stated)	6	-30	-9	-10	101	-6	15	1	-0.1	-1.6
CCCCn1c(N)c(N(CC(C)C)C(=O)c2ccc(-c3ccc(Cl)cc3)o2)c(=O)[nH]c1=O	5	-3	2	-3	97	0	-5	7	0.1	-0.7
CN(CC(=O)Nc1ccc(F)cc1)CC(=O)Nc1ccc(F)c(F)c1F	9	2	-6	5	94	0	-3	3	0.3	-0.1
CCN1CCC(O)(C(C(=O)O)c2ccccc2)CC1 (configuration not stated)	5	5	-61	8	101	9	6	3	1.5	-0.2
Cc1ccc2c(c1)[C@H]1[C@H](CO2)[C@H](c2ccccc2)[C@]2(C)C(=O)N(Cc3ccc(Cl)cc3)CC(=O)N12	13	4	4	1	99	12	-4	-5	0.2	-0.1
O=C(N/N=C/c1ccc(-c2ccc(Cl)c(C(=O)O)c2)o1)c1cc2c(ccc3ccccc32)o1	-6	1	-11	9	97	-3	-1	0	0.2	2.8
COCCNC(=O)C1CCCN(C(=O)Cc2cccc3ccccc23)CC1 (configuration not stated)	-7	·	-10	3	96	-13	8	-1	-0.2	-2.2
COC(=O)c1ccc2nc(-c3ccc(F)cc3)c(CC3CCCCC3)n2c1	·	·	4	-10	135	-9	·	·	1.1	·
C=C(C)CSc1nnc(-c2ccc(OC)c(OC)c2)n1N	-4	9	0	7	99	-6	18	-2	0.1	-0.4
Brc1cccc(OCCN2CCc3ccccc3C2)c1	0	-6	-2	-7	98	8	4	-1	0.0	0.5
O=C(N/N=C/C=C\c1ccccc1[N+](=O)[O-])c1cc(-c2ccccc2)nc2ccccc12	7	-5	4	10	90	-3	5	0	-0.2	4.4
Fc1ccccc1/C=N/Nc1ccc(Cl)nn1	4	0	-6	1	90	-2	7	5	0.0	3.5
COC(=O)C1CCN(C(=O)COC(=O)c2cc(S(=O)(=O)N3CCOCC3)ccc2C)CC1	15	-11	-7	7	101	-7	9	0	-0.1	-3.7
CCOP(=O)(OCC)C(Nc1ccc(C(=O)O)cc1)c1ccccc1 (configuration not stated)	9	-4	-1	-1	94	0	-1	1	0.1	0.1
C[C@H]1CN([C@@H](C)CO)C(=O)CCCn2nncc2CO[C@H]1CN(C)S(=O)(=O)c1ccccc1	2	-5	-9	6	97	2	0	1	0.1	0.3
C=CCn1cc(C(=O)N2CCN(CC)CC2)c(=O)c2cc(S(=O)(=O)N(CC)CC)ccc21	24	-5	0	-5	100	7	10	1	0.1	1.4
CC[C@]1(C(=O)OC)[C@H]2C(=O)N(Cc3ccccc3)C(=O)[C@H]2[C@H]2CN=C(SCc3ccc(Cl)cc3)N21	5	-8	3	10	96	12	-10	-2	0.0	-0.2
COc1ccc(N2CC(C(=O)Nc3cc(C(F)(F)F)ccc3N3CCCC3)CC2=O)c(OC)c1 (configuration not stated)	1	-3	1	-8	106	3	-2	21	0.0	-1.1
Cc1ccsc1C(=O)Nc1nc2ccccc2[nH]1	9	-7	-18	-8	103	-1	-13	-15	0.1	-1.2
CC(=O)Nc1ccc(Nc2nc(C)nc3c2oc2ccccc23)cc1	-4	-3	-15	-4	97	8	-11	7	0.4	-0.8

Sorted by value in ABHD5 PLIN5 PPI (descending): three of the compounds above.
molecule	ABHD5 PLIN5 PPI
C[C@H]1CN([C@@H](C)CO)C(=O)CCCn2nncc2CO[C@H]1CN(C)S(=O)(=O)c1ccccc1	6
CCOP(=O)(OCC)C(Nc1ccc(C(=O)O)cc1)c1ccccc1 (configuration not stated)	-1
Cc1ccsc1C(=O)Nc1nc2ccccc2[nH]1	-8

Next section
SMILES	MC4R antagonist	TLR9-MyD88 inh	NOD2-RIPK2 inh	ABHD5 PLIN5 PPI	ABCB6 inh 2	Granule exo inh	Vif imaging	Glyco luc inh	aDG glyco act	MC4R ag barr
Cc1ccccc1C(=O)NNC(=S)Nc1cccc(C(F)(F)F)c1	12	-7	-2	-8	98	-6	-6	5	-0.2	-3.0
c1cc2c(cc1C1CCCCC1)c1c3n2CCCNC3CCC1 (configuration not stated)	-12	6	-5	27*	108	77*	-1	-9	-0.7	15*
CCCCN(CCCC)CCCNC(=O)CN1C(=O)COc2ccc(S(=O)(=O)N3CCC(C)CC3)cc21	1	6	-3	3	94	29	-8	0	-0.1	-0.5
Cc1ccc(CNC(=O)COC(=O)CSc2ccc(Br)cc2C)cc1	0	4	-2	-6	96	1	-12	2	-0.1	2.9
CCCC1=[N+](CC(C)=O)CCn2c(C)ccc21	-7	-6	-3	-1	95	3	-7	0	0.3	2.5
NC(=O)c1ccsc1NC(=O)CSc1nncs1	2	-1	8	-9	96	-1	-1	3	-0.2	-4.4
Fc1ccccc1CNc1ccc(Cl)c(Cl)c1	-15	13	4	-6	95	1	55*	-12	-0.1	3.5
c1ccc(Cc2nnc(-c3ccccc3)o2)cc1	4	4	0	7	107	0	-3	-4	-0.1	15*
